12-LOX inh: blocks human arachidonate 12S-lipoxygenase | purified 12hLO, xylenol orange hydroperoxide absorbance | Potency, µM (doses to about 108 µM), for inactives: at the highest dose activity change, negative = inhibition, actives largely listed as inhibitors | hit rate 1.1% among 580,000 | AID 1671190; further: potency means the concentration at half of the fitted maximal effect; on the % scale 0 is the no-effect control and ±100 the full control effect
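Hydroperoxide product was detected by ferrous iron/xylenol orange as the 573 to 405 nm absorbance ratio. Arachidonic acid at 40 uM (final) was turned over for 30 min at room temperature by 150 nM human 12hLO, pH 7.0 Hepes buffer, after 15 min compound preincubation.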
ERG Ets-DNA blk: inhibitors of human ERG Ets domain-DNA interaction | hit rate 0.028% among 370,000 | Potency, µM (titrated, usually from 76.9 µM), for inactives: at the highest dose FP activity, negative = inhibition, hits mostly inhibitors | AID 624246 | fluorescence polarization, His-ERG Ets domain / labelled DNA; active means well fitted inhibition curve with a large enough effect in the polarisation, with a control signal flat; inconclusive means small, poorly fitted or top-dose-only effect, or effect the other way, or a change in a side signal; inactive means no such curve, though single readings can be large or run the other way; the % refers to the polarisation;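 further: polarization taken with two DNA probes labelled with fluorescein and Texas red; potency means the concentration at half of the fitted maximal effect; % of control where 0% means no effect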
Target sequence (P11308 whole entry, looked up, the tested form may be a part): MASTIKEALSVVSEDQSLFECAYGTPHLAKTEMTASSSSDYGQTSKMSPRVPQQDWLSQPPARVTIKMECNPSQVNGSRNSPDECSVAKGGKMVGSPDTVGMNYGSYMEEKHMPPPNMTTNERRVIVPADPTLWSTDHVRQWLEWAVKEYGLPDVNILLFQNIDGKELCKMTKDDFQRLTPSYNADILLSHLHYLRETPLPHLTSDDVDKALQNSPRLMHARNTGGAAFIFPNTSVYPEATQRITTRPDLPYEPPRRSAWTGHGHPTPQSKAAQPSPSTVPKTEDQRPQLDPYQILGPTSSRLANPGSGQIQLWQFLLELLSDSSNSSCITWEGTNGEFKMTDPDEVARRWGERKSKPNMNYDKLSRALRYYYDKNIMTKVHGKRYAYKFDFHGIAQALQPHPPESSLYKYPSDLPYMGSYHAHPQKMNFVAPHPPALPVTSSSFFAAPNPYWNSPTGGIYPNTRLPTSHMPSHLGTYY
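His-tagged ERG Ets domain (1 uM in the protein solution; 300mM KCl, 50mM Tris-HCl, 1mM EDTA, 1mM DTT, pH 7.5) received compound, then a probe mix of 5 nM fluorescein-DNA and 100nM Texas-615-DNA. Fluorescence polarization was read for both dyes.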
RGS4 inhibitor: inhibitors of human regulator of G protein signaling 4; Potency, µM (titrated, usually from 114 µM), for the others: at the top dose activity change, negative = inhibition, usual class: inhibitors; Transcreener GDP fluorescence polarization, RGS4-accelerated GTP hydrolysis; hit rate 0.039% among 390,000; P49798; further: potency means the concentration at half of the fitted maximal effect; on the % scale 0 is the no-effect control and ±100 the full control effect; nearly all actives have a fitted effect of over 75% in size; some results filed as inactive show a strong effect at the top dose
Target sequence (P49798 whole entry, looked up): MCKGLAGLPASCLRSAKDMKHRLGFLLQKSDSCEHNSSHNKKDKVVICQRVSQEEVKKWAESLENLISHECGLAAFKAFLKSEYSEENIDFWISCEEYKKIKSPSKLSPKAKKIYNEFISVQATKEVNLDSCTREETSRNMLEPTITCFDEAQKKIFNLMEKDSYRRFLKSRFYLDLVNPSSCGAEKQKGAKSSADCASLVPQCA
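MLSMR compounds (23 nl, pin-transferred) preincubated 10 min at room temperature with a 500nM (2x) first reagent, then RGS4 at 900nM (2x) plus Transcreener GDP mix added; fluorescence polarization (620/688 nm) read before and after 90 min at 30 °C.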
BAZ2B inh: inhibitors of human BAZ2B bromodomain; AID 504333; hit rate 4.4% among 360,000; AlphaScreen BAZ2B-H3K14Ac peptide displacement; Q9UIF8; Potency, µM (top dose mostly 114 µM), for the others: at the top dose activity change, negative = inhibition, usual class: inhibitors; further: potency means the concentration at half of the fitted maximal effect; on the % scale 0 is the no-effect control and ±100 the full control effect; nearly all actives have a fitted effect of over 60% in size
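Complex of BAZ2B and biotin-H3K14Ac (50 nM apiece) forms over 30 min at RT, then faces library compounds up to 110 uM for another 30 min; AlphaScreen beads added, 20 min dark incubation, luminescence read.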
JMJD2A Tudor inh: blocks the human JMJD2A Tudor domain; O75164; AID 504339; hit rate 4.4% among 390,000; Potency, µM (series often up to 114 µM), for the others: at the top dose activity change, negative = inhibition, hits mostly inhibitors; AlphaScreen JMJD2A-Tudor / H3K4me3 peptide binding; further: potency means the concentration at half of the fitted maximal effect; on the % scale 0 is the no-effect control and ±100 the full control effect; nearly all actives have a fitted effect of over 50% in size
GLS inh: inhibitors of human glutaminase (GLS); Potency, µM (titrated, usually from 45.5 µM), without a hit: top-dose activity change, negative = inhibition, actives largely listed as inhibitors; GLS enzymatic activity, qHTS titration; O94925; hit rate 0.21% among 410,000; further: potency means the concentration at half of the fitted maximal effect; on the % scale 0 is the no-effect control and ±100 the full control effect
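Two-point fluorescence kinetic (t0, 30 min RT) for hKGA; glutamate detected via glutamate oxidase–HRP–Amplex Red. Substrate: 1 mM L-glutamine solution; buffer 45 mM KH2PO4, pH 8.2.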
HP1b chromo inh: blocks HP1-beta chromodomain binding to methylated histone tails. hit rate 0.56% among 390,000. P83916. Potency, µM (series often up to 114 µM), for the others: at the highest dose activity change, negative = inhibition, usual class: inhibitors. AlphaScreen HP1-beta / biotin-H3K9me3 peptide binding; further: potency means the concentration at half of the fitted maximal effect; nearly all actives have a fitted effect of over 70% in size; inactives centre near 23
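AlphaScreen: HP1-beta (50 nM) preformed 30 min with biotin-H3(1-18)K9me3 peptide (50 nM) in PBS pH 7.4, 0.01% Tween-20. Compound added for 30 min at RT, then streptavidin donor/nickel chelate acceptor beads (10 ug/mL) for 30 min.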
PI4K2A inh: PI4K2A (human) kinase inhibition. purified PI4K2A, ADP-Glo luminescence, 1 h; active compounds read low. activity change, negative = inhibition, % at 76.9 µM. hit rate 0.13% among 420,000. AID 1346378; in the data active means activity change below about -50%; inconclusive means mostly about -30% to -49%;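 further: -100% = wells without enzyme as full effect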
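ADP-Glo luminescence measured ADP generated by PI4K2A enzyme (4 ug/mL before mixing) with 1.2 mM PI substrate (pre-mix) and 300 microM ATP (pre-mix). Tris pH7.5 buffer with MgCl2, Triton X-100; 1 h reaction at ambient temperature.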
G9a inh: inhibitors of human histone lysine methyltransferase G9a; Q96KQ7; G9a H3K9 monomethylation, AlphaScreen, 2 h; hit rate 8.8% among 350,000; Potency, µM (top dose mostly 102 µM), for the others: at the top dose activity, negative = inhibition, most hits filed as inhibitors; further: potency means the concentration at half of the fitted maximal effect; on the % scale 0 is the no-effect control and ±100 the full control effect; nearly all actives have a fitted effect of over 75% in size
Target sequence (Q96KQ7 913-1193 limits assumed): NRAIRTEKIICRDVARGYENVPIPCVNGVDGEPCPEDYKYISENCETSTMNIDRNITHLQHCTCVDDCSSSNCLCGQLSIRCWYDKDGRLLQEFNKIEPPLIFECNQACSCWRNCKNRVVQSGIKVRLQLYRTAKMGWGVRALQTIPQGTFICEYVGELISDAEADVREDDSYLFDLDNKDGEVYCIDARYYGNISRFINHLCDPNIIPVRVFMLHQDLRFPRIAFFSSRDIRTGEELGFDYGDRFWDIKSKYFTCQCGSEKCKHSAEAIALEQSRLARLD
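Compounds were preincubated with 20 nM G9a for 15 min, after which biotinylated H3K9 peptide (500 nM) and SAM (20 uM) started a 2 h room-temperature reaction. Monomethylated product was quantified by antibody-based AlphaScreen chemiluminescence.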
Numbers without * were called inactive; ? = inconclusive; . = no result given; & = joins results of further samples; [ ] = dose if it differs, or a comment. Unless noted, the call rests on the fitted dose curve; in most records, active means well fitted curve in the direction sought with a large enough effect; inconclusive means small, poorly fitted or top-dose-only effect, or another doubt; inactive means no such curve, though single readings can be large; an effect the other way counts as inactive or inconclusive. Only part of the results is shown, so the mix of outcomes need not match the whole.

SMILES	12-LOX inh	ERG Ets-DNA blk	RGS4 inhibitor	BAZ2B inh	JMJD2A Tudor inh	GLS inh	HP1b chromo inh	PI4K2A inh	G9a inh
Cc1ccc2[nH]c(=O)c(CN(C(=O)c3cccc(Cl)c3)C(C)(C)C)cc2c1	-16.5%	-2.8%	12.9%	-4.1%	-12.8%	-4.9%	22.0%	-0.9	-19.4%[59 µM]
COc1cccc(NC(=O)CN(C)C(=O)c2ccccn2)c1	1.9%	-1.3%	12.3%	.	-8.1%	2.5%	50.4%[activator]	-3.0	.
COc1ccccc1N(C)S(=O)(=O)c1ccc(C(=O)Nc2cc(OC)c(OC)c(OC)c2)cc1	78.4%[activator]	7.6%	2.3%	.	-16.8%	-5.6%	13.1%	0.4	.
CC(=O)c1c(C)[nH]c(C(=O)NCC2CCCCC2)c1C	1.3%	3.7%	13.9%	-12.9%	-18.2%	-5.0%	13.0%	4.4	39.8µM*
O=C(NC1CCCC1)C1CCCN1C(=O)Nc1ccc(Cl)cc1 (stereo unspecified)	?	-8.8%	-15.8%	3.6%	-23.6%	9.5%	23.4%	-5.9	14.2%[59 µM]
CCOC(=O)CN1C(=O)CSc2ccccc21	10.7%	1.7%	-26.0%	1.9%	-4.5%	-9.6%	8.6%	-6.2	2.4%
O=C(NNC(=O)c1cc(-c2cccnc2)nc2ccccc12)Nc1ccc(Cl)cc1	-0.1%	-3.8%	-3.5%	?	-5.3%	-24.1%	43.5%[activator]	0.0	-9.0%
O=C1C=C(c2ccccc2)CC(/C=C/c2ccccc2)C1 (stereo unspecified)	0.5%	.	-25.6%	21.9%	44.4%[activator]	-0.4%	132.4%[activator]	1.0	95.8%[activator]
COc1ccc(C(=O)C2CCN(CC(=O)Nc3ccc(C)cc3)CC2)cc1	?	1.0%	7.6%	-7.9%	-14.3%	8.5%	-19.5%	-7.5	13.9%[59 µM]
CCOC(=O)CNC=C(C(=O)OCC)C(=O)OCC	106.5%[activator]	-3.4%	-25.4%	0.5%	-13.4%	0.0%	19.3%	11.9	9.9%[59 µM]
CCOC(=O)C1(Cc2ccc(Cl)cc2)CCN(C(=O)c2cc(C)nc(C)n2)CC1	?	-3.4%	18.5%	5.5%	-2.7%	-0.2%	9.7%	1.1	-2.9%
Cc1ccc(C(=O)N/C(=C/c2ccco2)C(=O)NC2CCS(=O)(=O)C2)cc1 (stereo unspecified)	-17.3%	-0.2%	-6.2%	-14.7%	-17.0%	2.1%	32.4%	1.9	?
Cc1ccc(NC(=O)Cn2nnc3ccccc3c2=O)cc1C	0.0%	1.4%	-11.4%	-2.1%	-14.5%	1.3%	7.3%	1.0	19.8%
COCCn1c(Cc2ccccc2)nnc1SCC(=O)N1CCCCC1C (stereo unspecified)	-14.3%	-10.5%	-6.0%	4.8%	3.6%	-7.9%	42.7%[activator]	-4.5	-26.4%[59 µM]
COC(=O)N/N=C(\C)c1cccs1	25.8%	10.5%	18.5%	-0.9%	3.4%	0.8%	14.9%	0.6	1.3%
CCN(C(=O)COC(=O)c1ccc2ccccc2c1)c1c(N)n(Cc2ccccc2)c(=O)[nH]c1=O	-3.0%	0.7%	14.7%	-0.3%	-14.9%	-2.7%	10.8%	-1.7	21.8%[12.7 µM]
O=C(NNC(=S)Nc1ccccc1)c1cccnc1	3.9%	-0.4%	-33.0%	-22.9%	-11.9%	21.6%	37.5%	-4.1	56.2µM*
O=C(O)c1ccc(NC(=O)C2C3CCC(O3)C2C(=O)O)cc1 (stereo unspecified)	1.2%	-17.0%	-9.3%	?	1.3%	-6.3%	19.8%	3.3	.
O=C(Nc1cccnc1Cl)C1=NN(c2ccccc2)C(=O)CC1	-5.9%	3.1%	10.4%	-4.4%	-4.5%	-2.4%	54.3%[activator]	-7.7	.
O=C(O)CCC(=O)Nc1ccc(Sc2ccc([N+](=O)[O-])cc2)cc1	-21.8%	-3.3%	17.6%	-1.2%	-10.6%	3.0%	22.2%	0.4	3.8%[59 µM]
O=C(CCS(=O)(=O)c1ccc(Br)s1)Nc1ccccc1Br	-2.0%	1.7%	10.3%	-32.9%	-19.7%	-2.6%	0.9%	0.9	50.1µM*
Cc1cc(C(=O)Cn2nc(C(=O)O)c3ccccc3c2=O)c(C)n1-c1ccccc1	20.3%	3.4%	-18.7%	-33.6%	-31.7%	-10.4%	?	-6.4	-25.6%[59 µM]
C(#Cc1ccccc1)C[N+]1(CC#Cc2ccccc2)CCCC1	40.5%&-13.6%[activator]	1.9%	13.1%	1.8%	-15.0%	8.4%	0.4%	7.3	19.2%[59 µM]
Cc1ccc(Oc2c(C(F)(F)F)oc3c(CN4CCCCC4C)c(O)ccc3c2=O)cc1 (stereo unspecified)	0.9%	-1.0%	-4.5%	-0.8%	4.5%	-8.8%	19.4%	-2.7	-0.9%[59 µM]
Cc1ccc(CNC(=O)COC(=O)C2CC2)cc1	19.4%	-7.1%	27.6%	-7.6%	-3.4%	-3.2%	28.5%	2.3	2.6%[2.33 µM]

In another format: results already given.
Cc1ccc(NC(=O)Cn2nnc3ccccc3c2=O)cc1C
  12-LOX inh: 0.0%	ERG Ets-DNA blk: 1.4%	RGS4 inhibitor: -11.4%	BAZ2B inh: -2.1%	JMJD2A Tudor inh: -14.5%	GLS inh: 1.3%	HP1b chromo inh: 7.3%	PI4K2A inh: 1.0	G9a inh: 19.8%

O=C(O)CCC(=O)Nc1ccc(Sc2ccc([N+](=O)[O-])cc2)cc1
  12-LOX inh: -21.8%	ERG Ets-DNA blk: -3.3%	RGS4 inhibitor: 17.6%	BAZ2B inh: -1.2%	JMJD2A Tudor inh: -10.6%	GLS inh: 3.0%	HP1b chromo inh: 22.2%	PI4K2A inh: 0.4	G9a inh: 3.8%[59 µM]

CCOC(=O)CNC=C(C(=O)OCC)C(=O)OCC
  12-LOX inh: 106.5%[activator]	ERG Ets-DNA blk: -3.4%	RGS4 inhibitor: -25.4%	BAZ2B inh: 0.5%	JMJD2A Tudor inh: -13.4%	GLS inh: 0.0%	HP1b chromo inh: 19.3%	PI4K2A inh: 11.9	G9a inh: 9.9%[59 µM]

Remaining list, next part:
SMILES	12-LOX inh	ERG Ets-DNA blk	RGS4 inhibitor	BAZ2B inh	JMJD2A Tudor inh	GLS inh	HP1b chromo inh	PI4K2A inh	G9a inh
CCN(CC)c1ccc(C(=O)OCC(=O)NCC2CCCO2)cc1 (stereo unspecified)	-2.0%	-5.3%	-14.2%	5.8%	12.6%	.	22.0%	2.9	9.1%[59 µM]
Cc1cccc(NS(=O)(=O)c2ccc(C)c(C(=O)N(C)C)c2)c1	30.3%[activator]	1.5%	-1.6%	-3.9%	-0.7%	-1.1%	32.6%	-0.1	-7.3%[12.7 µM]
O=C(NNC(=O)c1cc(-c2ccc(Br)cc2)nc2ccccc12)c1csc(N2CCOCC2)n1	8.2%	9.9%	?	.	-25.0%	4.6%	45.1%	-2.9	.
CCOC(=O)CSc1nc2c(sc(=S)n2-c2ccccc2)c(=O)[nH]1	-26.4%	3.5%	-19.6%	-27.5%	-14.2%	19.5%	29.0%	-6.4	-48.0%
O=C(Nc1ccc2c(c1)OCCO2)C1c2ccccc2C(=O)N2CCc3ccccc3C12 (stereo unspecified)	9.7%	9.3%	-10.4%	2.4%	-5.7%	-1.4%	39.4%[activator]	0.6	6.3%
COC(=O)c1ccc(N2C(=O)c3cc(N4CCOCC4)c([N+](=O)[O-])cc3C2=O)cc1	0.0%	-3.0%	-5.5%	-6.5%	-15.9%	3.9%	6.3%	-3.4	22.8%[59 µM]
COc1ccc(CN(C)C(=O)c2cc(-c3ccc(OC)c(OC)c3)nc3ccccc23)c(OC)c1	1.1%	-0.8%	-20.0%	-14.1%	-25.3%	-2.5%	5.3%	-6.8	90.2%[activator]
CC1C(=O)C(C)C(c2cccs2)NC1c1cccs1 (stereo unspecified)	0.0%	-10.8%	38.6%	22.2%	16.5%	27.8%	58.6%[activator]	6.1	-22.5%[12.7 µM]
CSc1cccc(NC(=S)N2CCCN(Cc3cccc(Cl)c3)C2)c1	35.5µM*	1.1%	5.5%	25.1µM*	?	12.1%	0.3%	24.7	4.7%[59 µM]
Cc1ccc(CSc2nc3cccnc3n2Cc2ccc(C(=O)NCCc3cccs3)cc2)cc1	-2.1%	0.0%	-4.5%	-0.3%	3.6%	0.8%	34.5%	-6.4	3.1%[59 µM]
COc1ccc(CNC(=O)c2ccc(NC(=O)CC3SC(N4CCCCC4)=NC3=O)cc2)cc1 (stereo unspecified)	0.0%	-3.6%	-21.3%	-9.2%	-18.0%	7.3%	20.8%	6.0	-9.5%
Cc1cc(C)n2cc(CSC3=NCCS3)nc2n1	-4.0%	3.9%	-25.6%	6.9%	-14.3%	1.1%	24.3%	-6.8	5.5%[59 µM]
O=c1c2ccccc2nc(/C=C/c2cccnc2)n1CCc1ccccc1	0.0%	2.4%	-19.6%	35.5µM*	17.8µM*	?	-23.0%	-8.7	50.1µM*
COC(=O)C1CSC(C(=O)OC)N1C(=O)Nc1ccc(Cl)cc1 (stereo unspecified)	0.0%	-4.7%	-6.1%	12.8%	-14.8%	15.5%	28.4%	8.2	-6.6%
CCCN(CC(=O)Nc1ccc(C)cc1Br)CC(=O)Nc1ccc(F)c(F)c1F	-12.7%	4.0%	-18.1%	3.9%	6.0%	2.3%	73.5%[activator]	1.8	61.0%[activator][59 µM]
